Screens deposited in PubChem BioAssay by several laboratories.
TNF necrop inh: inhibitors of TNF-alpha induced necroptosis in Jurkat FADD-/- cells | AID 463075 | activation (protection from cell death), % at 10 µM | Jurkat FADD-/- TNF necroptosis rescue, ATP luminescence, 24 h; 0 = TNF only, 100 = no-TNF cells | 0.068% of 220,000 active;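 active = activation, meaning protection from cell death, of at least 50% relative to plate controls; inactive = activation below 50%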;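 note: necroptosis triggered by 40 ng/mL TNF-alpha added together with compound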
RBBP9 inh: human RBBP9 hydrolase inhibition. 0.2% of 220,000 active. inhibition, % at 7.94 µM. recombinant RBBP9, FP-Rh probe fluorescence polarization. AID 1515;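 active = inhibition above the campaign mean of all tested compounds plus 3 SD, cut at about 14% in these data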;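 note: plate controls were DMSO wells with RBBP9 for no effect and wells lacking RBBP9 protein for full effect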
Target sequence (O75884 whole entry, looked up): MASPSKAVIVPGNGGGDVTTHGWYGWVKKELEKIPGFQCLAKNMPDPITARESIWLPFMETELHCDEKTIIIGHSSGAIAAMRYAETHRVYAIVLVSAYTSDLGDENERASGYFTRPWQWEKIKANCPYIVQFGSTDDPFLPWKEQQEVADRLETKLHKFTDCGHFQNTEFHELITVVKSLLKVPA
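Measured by: FP readout at 525/598 nm; material: recombinant human RBBP9; also added: Serine-hydrolase probe FP-Rh, 375 nM pre-mixing; medium: Tris buffer pH 8.0, NaCl, Pluronic; replication: one well per compound; doses: one concentration, 7.94 µM nominal, 0.794% DMSO; timing: preincubation 30 min plus labeling 45 min at 25 °C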
Wee1 stabilizer: human Wee1 degradation inhibition, primary screen; 1.2% of 220,000 active; HeLa Luc-Wee1K328M stability, luciferase luminescence; 100% = proteasome inhibitor MG132 effect; reporter increase, % at 5 µM; P30291;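 active = activation above the mean of all tested compounds plus 3 SD, set per screening run, cut at about 8.8% in these data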;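 note: cells exposed to compound for 20 h before luminescence read; 0% = DMSO alone and 100% = MG132 at 30 µM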
Ba/F3 V617F tox: lowers viability of Ba/F3 cells expressing EpoR and JAK2V617F | ATP luminescence | inhibition, % at 5.6 µM | 1.1% of 220,000 active | AID 1446;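 active = inhibition above the campaign mean plus 3 SD over all tested compounds, cut at about 24% in these data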;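 note: cytokine-independent growth of Ba/F3 cells driven by EpoR plus mutant JAK2; 0% = DMSO-treated cells and 100% = JAK inhibitor I control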
BaF3 tox: parental Ba/F3 viability inhibition as JAK2V617F counter-screen. CellTiter-Glo ATP luminescence. inhibition, % at 5.6 µM. 1.1% of 220,000 active. AID 1486;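 active = inhibition above a per-campaign cutoff, the mean inhibition of all tested compounds plus 3 SD, cut at about 27% in these data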;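 note: 0% = DMSO wells and 100% = JAK Inhibitor I control wells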
TRPML3 ag: agonists of human TRPML3 channel; AID 1448; 0.29% of 220,000 active; Q8TDD5; activation, % at 3 µM; HEK293 TRPML3-YFP, Fluo-8 calcium fluorescence; 100% = the carbachol control signal;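 active = activation above its plate's cutoff, the mean activation of the plate's test wells plus 3 SD, cut at about 12% in these data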;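 note: 0% = DMSO only wells and 100% = carbachol wells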
Target sequence (Q8TDD5 whole entry, looked up): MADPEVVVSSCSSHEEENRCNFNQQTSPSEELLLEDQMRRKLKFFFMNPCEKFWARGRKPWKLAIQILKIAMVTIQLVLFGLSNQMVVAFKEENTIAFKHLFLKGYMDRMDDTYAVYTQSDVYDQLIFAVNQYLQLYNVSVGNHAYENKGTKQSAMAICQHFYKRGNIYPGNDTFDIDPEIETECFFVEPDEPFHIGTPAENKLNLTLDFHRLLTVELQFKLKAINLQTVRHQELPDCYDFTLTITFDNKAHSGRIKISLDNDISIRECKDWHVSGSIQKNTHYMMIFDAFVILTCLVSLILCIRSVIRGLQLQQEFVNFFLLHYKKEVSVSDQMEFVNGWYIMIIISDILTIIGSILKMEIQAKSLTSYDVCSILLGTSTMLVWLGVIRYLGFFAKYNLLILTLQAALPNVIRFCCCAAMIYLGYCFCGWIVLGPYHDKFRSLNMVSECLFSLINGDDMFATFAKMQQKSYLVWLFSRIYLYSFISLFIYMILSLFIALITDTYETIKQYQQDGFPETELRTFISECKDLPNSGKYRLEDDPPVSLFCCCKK
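Test system – HEK293 line with stable expression of human TRPML3-YFP channel · Control set – carbachol 87 µM final as high control (100%), DMSO as low control (0%) · Signal – Fluo-8 calcium dye fluorescence, ex 470-495, em 515-575 nm · Incubation – 1-h 37 °C dye load, 5-s basal, 120-s post-compound reads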
PPC-1+TRAIL kill: PPC-1 cancer cell killing with TRAIL present; cell killing (% activity), % at 4 µM; 0.41% of 220,000 active; AID 1443; PPC-1 cells + TRAIL, ATPLite viability luminescence;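 active = cell killing above 50% in the first pass at 4 µM, then a duplicate retest at 5 µM averaging 50% or more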;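 note: plate controls were cells with TRAIL plus DMSO for no effect and medium-only wells lacking cells for full effect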
CHOP inh: blocks CHOP induction under ER stress; CHO-K1 CHOP-promoter luciferase, tunicamycin-induced, 15-18 h; inhibition, % at 10 µM; 3.8% of 220,000 active;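 active = compounds that reduced the stress-induced luciferase reporter signal by more than about 70% of percent inhibition, limit read from the data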;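 note: 0% = tunicamycin plus vehicle and 100% = wells without tunicamycin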
zfTRPN1 agonist: agonists of zebrafish TRPN1 channel; HEK293 zebrafish TRPN1-YFP, Fluo-8 calcium fluorescence; 100% = response to 87 µM carbachol; activation, % at 3 µM; 0.18% of 220,000 active;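 active = activation above its plate's cutoff, the mean activation of test wells on that plate plus 3 SD, cut at about 19% in these data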;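 note: 0% = DMSO alone and 100% = 87 µM carbachol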
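Assay system: Zebrafish TRPN1-YFP in HEK293 cells | Incubation: Dye loading 1 h at 37 °C, then 30 min room temperature | Measured by: Kinetic Fluo-8 fluorescence, ex 470-495, em 515-575 nm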
Numbers without * were called inactive.

SMILES	TNF necrop inh	RBBP9 inh	Wee1 stabilizer	Ba/F3 V617F tox	BaF3 tox	TRPML3 ag	PPC-1+TRAIL kill	CHOP inh	zfTRPN1 agonist
O=C(CSc1nc(-c2ccccc2)c(-c2ccccc2)o1)Nc1nncs1	0.3	-4	-2	0	6	0.5	-29	72*	-0.5
O=C(CN1CCOc2ccccc21)NCc1ccccc1	0.4	-8	-1	-1	9	0.3	19	-6	-0.6
O=C(c1cccs1)N1CCN(Cc2ccccn2)CC1	0.9	-7	4	-1	5	0.7	4	55	0.7
O=C(N/N=C/c1ccc(O)cc1)c1ccc(NC(=O)c2ccccc2Br)cc1	-8.7	-5	-1	3	7	-0.6	9	-20	-0.7
COCCOC(=O)c1[nH]c2c(c1C)C(=O)CC(c1ccc(N(C)C)cc1)C2 (configuration not stated)	-1.2	-8	-3	-4	2	-0.3	20	44	2.0
Cc1cccc(-n2c(SCC(N)=O)nc3c(c2=O)C2(CCCCC2)Cc2ccccc2-3)c1	-2.3	5	-1	0	10	0.9	10	52	1.2
CN(CC(O)COc1c(F)cc(Br)cc1F)C1CCCCC1 (configuration not stated)	1.3	-3	-2	10	9	-0.5	5	10	-1.3
CC(C)C[C@H](NC(=O)c1nc[nH]c1C(=O)NC1CCN(C(=O)OC(C)(C)C)CC1)C(=O)OC(C)(C)C	0.0	-9	1	3	-2	-1.2	22	9	-1.9
O=C(O)CCC(=O)N1CCN(c2nc(-c3ccccc3Cl)c3cc(Br)ccc3n2)CC1	-5.7	4	2	0	6	-0.1	30	-8	0.3
Cc1c(-c2cccs2)[n+](=O)c2c(n1[O-])CCC2	0.1	-2	-2	1	0	0.1	12	-2	1.1
CCCCC(=O)c1c(C)cc(C)[nH]c1=O	-0.8	-1	-2	2	3	1.1	21	31	0.6
COCC(=O)Nc1nnc(COc2ccc(Cl)cc2)s1	-0.2	-1	0	-2	2	-0.1	24	12	-0.1
Cc1sc(NC(=O)C2C3CCC(C3)C2C(=O)O)c(C(N)=O)c1-c1ccc(C(C)(C)C)cc1 (configuration not stated)	3.3	-6	2	2	9	18*	11	26	0.8
O=C(NCCc1c[nH]c2ccc(Cl)cc12)c1ccc([N+](=O)[O-])cc1	0.2	-15	1	1	-3	-0.5	23	-3	0.4
CCc1nc2scc(-c3cccs3)c2c(=O)o1	-1.5	-9	-3	-1	4	0.7	25	0	1.5
CCOC(=O)C(C)(C)Sc1nc2c(cnn2-c2ccc(C)cc2)c(=O)[nH]1	-1.9	-3	0	1	5	-0.2	15	7	-2.1
Cc1csc2ncnc(NCCc3ccccn3)c12	-7.0	-6	-2	37*	77*	5.3	27	55	9.0
COc1ccc(/C=N/NS(C)(=O)=O)c(OC)c1	1.3	-7	-3	3	5	0.6	30	14	0.6
Cc1nc2sc(C(N)=O)c(N)c2c2c1CCCC2	0.9	-2	1	3	-1	0.2	17	69	1.9
ONC(=Nc1ccccc1)c1ccc(Cl)cc1	-15	-4	0	5	3	0.2	5	29	-1.2
CCOc1ccc(CN(C)CC(=O)c2c(N)n(Cc3ccccc3)c(=O)n(CC)c2=O)cc1OC	-0.6	-2	-2	-1	3	0.1	10	12	-0.4
O=C(CNC(=S)NC(=O)c1cccc([N+](=O)[O-])c1)c1ccccc1	0.7	3	-2	4	6	1.1	19	12	1.2
O=C(NC(=S)Nc1ccc(CN2CCOCC2)cc1)c1ccc(-c2ccc(Cl)cc2)o1	1.9	3	6	-4	0	1.2	9	-8	-0.1
COc1ccc(C(C)=O)cc1COc1ccccc1[N+](=O)[O-]	1.0	-6	-5	-1	1	-1.1	28	28	-2.2
COc1ccc(CNC(=O)c2cc(-c3ccccc3OC)on2)cc1	-5.0	-1	-3	3	7	-0.3	11	36	-1.6
CCCCC(=O)Nc1cccc(-c2csc(-c3ccccc3)n2)c1	1.2	-20	0	0	5	-0.1	17	61	-1.4
FC(F)(F)c1ccc(-n2cn[nH]c2=S)cc1	1.1	-12	0	-4	0	0.9	0	10	0.2
NC(=O)NC(CC(=O)NCCCc1ccccc1)c1ccccc1Cl (configuration not stated)	0.8	-2	0	-6	3	0.0	-5	3	0.1
CCCOc1c(Cl)cc(C(=O)Nc2ccc3c(c2)OCO3)cc1OCC	-12	-2	-2	3	6	-0.1	20	44	-1.7
C/C(=C\c1ccccc1)C(=O)NCCCn1ccnc1	-0.2	-6	-2	-1	1	0.8	11	20	0.4

Compound profiles, from the list above.
Cc1nc2sc(C(N)=O)c(N)c2c2c1CCCC2 is entered as TNF necrop inh: 0.9; RBBP9 inh: -2; Wee1 stabilizer: 1; Ba/F3 V617F tox: 3; BaF3 tox: -1; TRPML3 ag: 0.2; PPC-1+TRAIL kill: 17; CHOP inh: 69; zfTRPN1 agonist: 1.9
CC(C)C[C@H](NC(=O)c1nc[nH]c1C(=O)NC1CCN(C(=O)OC(C)(C)C)CC1)C(=O)OC(C)(C)C is entered as TNF necrop inh: 0.0; RBBP9 inh: -9; Wee1 stabilizer: 1; Ba/F3 V617F tox: 3; BaF3 tox: -2; TRPML3 ag: -1.2; PPC-1+TRAIL kill: 22; CHOP inh: 9; zfTRPN1 agonist: -1.9

The main list resumes, starting five compounds before the break.
SMILES	TNF necrop inh	RBBP9 inh	Wee1 stabilizer	Ba/F3 V617F tox	BaF3 tox	TRPML3 ag	PPC-1+TRAIL kill	CHOP inh	zfTRPN1 agonist
CCCCC(=O)Nc1cccc(-c2csc(-c3ccccc3)n2)c1	1.2	-20	0	0	5	-0.1	17	61	-1.4
FC(F)(F)c1ccc(-n2cn[nH]c2=S)cc1	1.1	-12	0	-4	0	0.9	0	10	0.2
NC(=O)NC(CC(=O)NCCCc1ccccc1)c1ccccc1Cl (configuration not stated)	0.8	-2	0	-6	3	0.0	-5	3	0.1
CCCOc1c(Cl)cc(C(=O)Nc2ccc3c(c2)OCO3)cc1OCC	-12	-2	-2	3	6	-0.1	20	44	-1.7
C/C(=C\c1ccccc1)C(=O)NCCCn1ccnc1	-0.2	-6	-2	-1	1	0.8	11	20	0.4
COC(=O)c1c(NC(C)=O)sc(C(=O)Nc2ccccc2C)c1C	0.3	-6	1	-5	1	1.0	2	-20	2.9
COC(=O)CC1=C(C(=O)OC)C(c2cccc(OCC(N)=O)c2)C(C#N)=C(N)O1 (configuration not stated)	-1.1	-7	-2	-3	2	0.8	7	-23	0.0
CCCCn1cc([N+](=O)[O-])nc1C	0.9	-4	-2	-1	-2	1.1	-24	-1	1.5
Cc1cc(NC(=O)c2c(Cl)cccc2Cl)no1	1.2	0	0	-3	2	0.0	-6	-7	-1.8
CN(C)NC(=O)c1ccc([N+](=O)[O-])s1	-2.1	-4	-1	0	-3	0.9	9	-3	1.8
CC(=O)Nc1ccc(OCc2nnc(-c3ccc(Cl)cc3)o2)cc1	0.4	-3	1	2	6	0.1	27	-33	0.6
COc1ccc(/C(C)=N/NC(=O)Cn2nc([N+](=O)[O-])cc2C)cc1	2.8	-1	4	-3	1	-0.5	0	-4	-1.3
COc1ccc(-c2cccc(C(=O)Nc3cccc(C(=O)O)c3)c2)cc1	1.8	-1	3	-4	-1	0.8	11	3	-0.2
CC(C)CCN1CC(C(=O)NCCC2=CCCCC2)CC1=O (configuration not stated)	0.6	5	0	-4	3	0.2	7	9	4.1
CCCCNC(=O)NS(=O)(=O)c1cnccc1Sc1ccc(Cl)cc1	-1.1	-9	0	-1	3	-0.1	24	17	0.1
Nc1c(Cl)cc(S(N)(=O)=O)cc1S(N)(=O)=O	2.1	-3	2	-3	-2	1.2	-15	4	0.9
CCn1c2ccccc2c2cc(C3C(C#N)=C(C)NC(C)=C3C#N)ccc21	0.1	-3	-1	0	1	1.0	0	54	1.6
CC1(C)CC(=O)C2=C(C1)Nc1cc3c(cc1C2c1ccc2c(c1)OCO2)OCO3 (configuration not stated)	-1.1	-7	3	-3	1	-0.3	1	23	-1.1
Cc1ccc(NC(=O)C2CCC(=O)N2)cc1C (configuration not stated)	-1.4	-1	5	2	2	0.0	21	-21	0.1
COC(=O)c1sc(NC(=O)c2ccc(C)o2)nc1C	-8.5	-3	0	5	9	1.0	34	-29	1.8
O=C1CCCN1c1ccc(S(=O)(=O)Oc2ccc(Cl)cc2)cc1[N+](=O)[O-]	-8.7	-6	-1	5	14	3.8	16	24	8.4
CCOc1nc(-c2ccccc2)ccc1-c1noc(COC)n1	-1.3	-9	-1	2	1	-0.5	24	65	-0.8
NS(=O)(=O)c1ccc(NC(=O)Nc2cccc(Cl)c2)cc1	4.3	-20	2	-1	1	1.4	-3	-19	1.4
O=C(CSCc1ccc(Cl)cc1)N/N=C/c1ccco1	2.2	4	-2	1	2	-0.1	13	14	-1.0
CCOC(=O)C1(Cc2ccc(Cl)cc2)CCN(C(=O)CCc2cnccn2)CC1	0.2	-9	-1	-6	0	0.1	5	18	1.1
Cc1nc(CC(=O)NNS(=O)(=O)c2ccc(F)c(Cl)c2)cs1	2.4	-1	7	-1	3	-0.1	-4	-7	-0.2
Cc1cc(=O)n2[nH]c(-c3ccc(F)cc3)nc2n1	-2.9	3	1	1	4	0.3	37	-5	0.7
COC(=O)CN1C(c2ccc(Cl)cc2)=Nc2ccc(Cl)cc2C1c1ccccc1 (configuration not stated)	0.9	-4	0	3	8	-0.5	11	38	1.5
COc1ccc(-c2cn3c(C)c(C(=O)Nc4cccc(C)n4)sc3n2)cc1	-3.4	-4	1	-6	0	1.6	2	7	0.7
O=[N+]([O-])c1ccccc1S(=O)(=O)NCCc1ccncc1	0.6	-10	-3	-3	0	1.0	7	-7	1.2
COc1ccc(NC(=O)c2nn(C)cc2[N+](=O)[O-])cc1	2.5	-5	-2	-4	-1	0.5	13	0	-0.2
CCOc1cc(C(c2c(C)[nH][nH]c2=O)c2c(C)[nH][nH]c2=O)ccc1OS(=O)(=O)c1ccccc1	-1.0	-13	1	3	7	0.9	-7	-3	1.5
Cc1ccc(NC(=O)C2CC(=O)N/C(=N/N=C/c3ccco3)S2)cc1C (configuration not stated)	-0.7	-3	2	2	3	0.0	35	25	-0.8
COc1cc(/C=N/Nc2ccc([N+](=O)[O-])cc2S(=O)(=O)N2CCOCC2)cc(OC)c1OC	3.3	-1	0	1	9	0.1	11	29	0.8
CCOC(=O)c1cnc2ccc(OCC)cc2c1N1CCN(c2ccccc2OC)CC1	-5.8	-1	-1	0	6	-0.6	-3	88*	-2.1
